Compound activity deposited in PubChem BioAssay by The Scripps Research Institute Molecular Screening Center.
CHRM5 antagonist: blocks acetylcholine activation of human M5 receptor | P08912 | CHO-hM5 cells, Fluo-8 calcium fluorescence, ACh EC80 | inhibition, % at 3 µM | actives 0.59% (n = 360,000);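 active = inhibition above a per-plate cutoff, the mean of that plate's test compounds plus 3 SD, cut at about 27% in these data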;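 note: 0% = acetylcholine EC80 with DMSO and 100% = DMSO without agonist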
CHRM4 agonist: agonists of human muscarinic M4 receptor (CHRM4) | CHO-K1 hM4/Gqi5, Fluo-8 calcium fluorescence; vehicle 0%, full acetylcholine response 100% | activation, % at 3 µM | actives 0.14% (n = 360,000) | AID 624127;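 active = activation above the run mean over all test wells plus 3 SD, cut at about 32% in these data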;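 note: peak over basal fluorescence ratio per well then scaled between controls; 0% = DMSO wells and 100% = acetylcholine at EC100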
Target sequence (P08173 whole entry, looked up): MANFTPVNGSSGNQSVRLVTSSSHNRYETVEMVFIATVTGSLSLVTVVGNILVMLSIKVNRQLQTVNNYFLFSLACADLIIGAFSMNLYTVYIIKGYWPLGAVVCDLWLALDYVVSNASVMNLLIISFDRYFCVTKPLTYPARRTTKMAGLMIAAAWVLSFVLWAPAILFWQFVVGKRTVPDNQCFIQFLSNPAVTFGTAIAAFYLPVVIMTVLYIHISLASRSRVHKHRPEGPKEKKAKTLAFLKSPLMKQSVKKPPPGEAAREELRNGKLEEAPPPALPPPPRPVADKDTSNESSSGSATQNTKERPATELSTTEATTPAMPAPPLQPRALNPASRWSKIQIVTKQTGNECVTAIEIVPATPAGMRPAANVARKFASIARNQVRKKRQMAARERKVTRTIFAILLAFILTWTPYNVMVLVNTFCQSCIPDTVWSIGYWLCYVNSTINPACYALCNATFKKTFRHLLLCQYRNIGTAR
M5 ag: agonists of human muscarinic M5 receptor (CHRM5). P08912. CHO-K1 hM5 cells, Fluo-8 calcium fluorescence; 0% DMSO wells, 100% maximal acetylcholine response. activation, % at 3 µM. actives 0.19% (n = 360,000). AID 624037;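 active = activation above the run's mean over test compounds plus 3 SD, cut at about 23% in these data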;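 note: signal is peak over basal fluorescence ratio across the kinetic read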
CHRM1 agonist: activates human CHRM1 receptor. P11229. CHO-K1 hM1, Fluo-8 calcium fluorescence, agonist mode; 0% DMSO, 100% acetylcholine EC100. activation, % at 3 µM. actives 0.33% (n = 360,000). AID 588814;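 active = activation above the run's mean compound activation plus 3 SD, cut at about 16% in these data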;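 note: peak over basal fluorescence ratio within a 140 s kinetic read after compound addition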
CHRM4 antagonist: blocks acetylcholine activation of human M4 receptor | AID 624125 | inhibition, % at 3 µM | P08173 | CHO-hM4 cells, ACh EC80, Fluo-8 calcium fluorescence | actives 0.73% (n = 360,000);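 active = inhibition above its plate's cutoff, the mean inhibition of sample wells plus 3 SD, cut at about 27% in these data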;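 note: 0% = acetylcholine EC80 with DMSO and 100% = DMSO without agonist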
M5 PAM: CHRM5 positive allosteric modulation; CHO-K1 hM5, Fluo-8 calcium, ACh EC20 PAM; 0% = ACh EC20, 100% = ACh EC100; activation, % at 3 µM; actives 0.3% (n = 360,000); AID 624038;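 active = activation above the run cutoff, the mean activation of all test compounds plus 3 SD, cut at about 18% in these data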
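Test system: CHO-K1 hM5 cells / Doses: single-point, 3 µM nominal / Times: Post-acetylcholine fluorescence recording 140 s / Technique: Fluo-8 calcium fluorescence / Measure: Max/basal fluorescence ratio as % of EC20–EC100 ACh window / Benchmarks: low control EC20 acetylcholine (0%), high control EC100 acetylcholine (100%) / Replicates: one well per compound, no replicates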
M1 PAM: human CHRM1 positive allosteric modulation. P11229. CHO-K1 hM1, Fluo-8 calcium fluorescence, ACh EC20; 0% = ACh EC20, 100% = maximal ACh. activation, % at 3 µM. actives 0.088% (n = 360,000); in the data active = activation above about 19%, passing the limit was not always enough
TAAR1 ag: human TAAR1 agonism | CHO RD-HGA16 TAAR1, Fluo-8 calcium fluorescence; vehicle wells 0%, saturating PEA agonist 100% | activation, % at 3 µM | actives 0.99% (n = 360,000) | AID 624467;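 active = activation above the mean activation of all test compounds in the run plus 3 SD, cut at about 38% in these data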
Target sequence (Q96RJ0 whole entry, looked up): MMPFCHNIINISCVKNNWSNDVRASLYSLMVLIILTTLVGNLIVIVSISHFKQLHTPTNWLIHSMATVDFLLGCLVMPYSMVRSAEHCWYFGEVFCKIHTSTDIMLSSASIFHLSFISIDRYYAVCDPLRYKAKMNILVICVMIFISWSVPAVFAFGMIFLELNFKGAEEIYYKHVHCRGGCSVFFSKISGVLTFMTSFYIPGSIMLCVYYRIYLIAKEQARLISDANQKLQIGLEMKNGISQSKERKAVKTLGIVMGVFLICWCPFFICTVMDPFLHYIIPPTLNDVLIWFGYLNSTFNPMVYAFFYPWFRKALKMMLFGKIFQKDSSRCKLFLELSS
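System: CHO RD-HGA16 cells carrying human TAAR1 plus Gα16; Incubation: 17-24 h seeding, 75 min 37 °C dye, 30 min RT; Measured by: Fluo-8 fluorescence, 5 s baseline then 140 s kinetic read; Control set: DMSO and PEA EC100; Replication: single well for each compound.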
M1 antag: blocks human M1 muscarinic receptor | P11229 | CHO-K1 hM1, Fluo-8 calcium fluorescence, ACh EC80 antagonist | actives 1.3% (n = 360,000) | inhibition, % at 3 µM;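 active = percent inhibition above its own plate's cutoff, namely the mean of that plate's compound wells plus 3 SD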;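 note: peak over basal fluorescence ratio during 140 s after agonist addition; 0% = ACh EC80 plus DMSO and 100% = DMSO alone without agonist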
The depositor's hits bear a star; / = no result given.

SMILES	CHRM5 antagonist	CHRM4 agonist	M5 ag	CHRM1 agonist	CHRM4 antagonist	M5 PAM	M1 PAM	TAAR1 ag	M1 antag
CCOC(=O)c1ccc(NC(=O)C(C)Sc2nc(O)c(-c3ccccc3)c(=O)[nH]2)cc1 (stereo unspecified)	-5	0	-4	-13	4	8	1	12	7
Fc1ccc(COc2ccc(Br)cc2CNCc2ccncc2)cc1	4	10	-2	-5	3	-14	4	29	0
CC(C)(C)NC(=O)C(OC(=O)c1cccs1)c1ccc(C#N)cc1 (stereo unspecified)	0	0	1	-5	-4	2	8	0	-2
O=C(O)CSc1nnc(Cc2ccccc2)n1Cc1ccccc1	4	0	1	-5	-3	-5	-1	3	2
CCOCCn1c(N2CCCC2)nc2c1c(=O)[nH]c(=O)n2C	-2	1	0	0	1	-1	11	4	-6
CCOc1ccc(S(=O)(=O)Nc2ccc(C(=O)N/N=C(\C)c3ccc(-n4ccnc4)cc3)cc2)cc1	3	-2	-1	-3	0	-7	10	8	2
COc1cc(C#Cc2ccc3cc(CCO)oc(=O)c3c2)cc(OC)c1	11	6	16	10	-13	8	10	12	14
CC1(C)CC2CC(C)(CN2C(=S)Nc2ccccc2)C1 (stereo unspecified)	2	3	-5	-5	-2	3	8	8	-5
C=CCSc1nnc(NC(=O)CCN2C(=O)C3CC=CCC3C2=O)s1 (stereo unspecified)	3	1	1	-4	6	-3	0	18	1
Cc1nc2ncnn2c(C)c1CCC(=O)NCCc1ccccc1	2	0	1	-1	8	-2	9	6	-8
O=C(COC(=O)c1ccco1)c1ccc(S(=O)(=O)N2CCCCC2)cc1	14	2	-3	-3	0	-3	1	2	-4
CCN(CC)c1ncnc2c1sc1nc(C)cc(C)c12	1	1	-2	-3	-2	-6	0	2	-4
CN(C)c1ccc(P(=O)(COc2ccc([N+](=O)[O-])cc2)c2ccc(N(C)C)cc2)cc1	9	2	-6	-1	3	-8	14	0	-18
C[C@@H]1CCCCO[C@@H](CN(C)S(=O)(=O)c2ccccc2)[C@@H](C)CN([C@H](C)CO)C(=O)c2cc(N(C)C)ccc2O1	1	0	-1	-9	-7	1	1	-1	-4
O=C(Cc1c[nH]c2ccccc12)N1CCc2ccccc21	-3	1	-6	-3	-3	-7	9	9	-7
COc1cccc(N2C(=O)C(O)=C(C(C)=O)C2c2ccc(OC)c(OC)c2)c1 (stereo unspecified)	6	0	2	-2	3	-6	0	3	2
CCOc1ccc(-n2c(SCC(N)=O)nnc2-c2ccco2)cc1	-1	0	2	-1	7	-3	1	1	-2
Cc1noc(C)c1COC(=O)c1ccccc1NC(=O)c1ccco1	1	6	-13	-5	-18	7	4	-2	-2
CC(=O)c1ccc(OC(=O)c2nc(-c3ccccc3)oc2C)cc1	12	4	-3	-3	7	-2	14	-1	-12
O=C(NCc1ccco1)C1CC(=O)N(c2ccc(Cl)cc2)C1 (stereo unspecified)	-13	1	-1	-6	-2	-6	1	1	6
COC(=O)c1cc(S(=O)(=O)N2CCN(c3cc(C)ccc3C)CC2)c[nH]1	0	-2	-1	-6	-12	-2	-1	-1	-1
Cc1ccc(C)c(OCC(=O)Nc2cccc(C(=O)O)c2)c1C	4	1	0	-3	4	1	2	9	7
CC(NC(=O)CSc1nc2c(cc1C#N)CN(C)CC2)c1ccccc1 (stereo unspecified)	17	3	-3	19*	6	-6	-1	7	-4
COc1ccccc1C(=O)N/N=C(\C)c1cccnc1	-3	1	-2	1	-8	11	13	0	-21
O=C(c1cc2ccccc2oc1=O)N(Cc1ccccc1F)C1CCS(=O)(=O)C1 (stereo unspecified)	-6	2	1	-1	7	1	1	11	-3
COc1nc2ccccc2nc1OC	3	1	3	-2	1	-1	4	1	-3
CC(=O)Nc1ccc(NC(=O)C(C)OC(=O)C2(c3ccccc3F)CCCC2)cc1 (stereo unspecified)	3	9	4	-1	-4	-5	1	3	-7
O=C(Cc1ccccc1Cl)Nc1cc(S(=O)(=O)N2CCOCC2)ccc1N1CCOCC1	-2	1	4	-2	2	-1	1	0	3
CC(C)C[C@H]1CN(CCCC[C@@H]2CNC(=O)C(=O)N2CC2CCCCC2)C(=O)C(=O)N1CCc1ccc(O)cc1	3	-1	0	/	8	0	/	1	/
COC(=O)C(NC(=O)CCc1c(C)nc2ncnn2c1C)C(C)C (stereo unspecified)	-2	0	-2	1	8	3	12	4	-18

Copied from the list:
`COc1nc2ccccc2nc1OC` in CHRM1 agonist is entered as -2
`O=C(c1cc2ccccc2oc1=O)N(Cc1ccccc1F)C1CCS(=O)(=O)C1` (stereo unspecified) in CHRM5 antagonist is entered as -6
`CC(=O)Nc1ccc(NC(=O)C(C)OC(=O)C2(c3ccccc3F)CCCC2)cc1` (stereo unspecified) in M1 PAM is entered as 1
`CC(C)C[C@H]1CN(CCCC[C@@H]2CNC(=O)C(=O)N2CC2CCCCC2)C(=O)C(=O)N1CCc1ccc(O)cc1` in M5 PAM is entered as 0
`COC(=O)c1cc(S(=O)(=O)N2CCN(c3cc(C)ccc3C)CC2)c[nH]1` in M1 PAM is entered as -1
`COC(=O)C(NC(=O)CCc1c(C)nc2ncnn2c1C)C(C)C` (stereo unspecified) in M1 PAM is entered as 12

Further structures follow:
SMILES	CHRM5 antagonist	CHRM4 agonist	M5 ag	CHRM1 agonist	CHRM4 antagonist	M5 PAM	M1 PAM	TAAR1 ag	M1 antag
Cc1sc2nc[nH]c(=O)c2c1-c1ccc(Cl)cc1	11	1	5	1	7	1	6	5	-15
CC1CCN(CCOCCOc2ccc(Br)cc2Cl)CC1	1	10	-3	-8	12	-6	-23	3	45*
CC(C)N1CCN(Cc2ccc(C#CC(C)(C)O)cc2)CC1CCO (stereo unspecified)	1	1	-1	-12	7	-3	-6	2	12
Cc1c(N2C(=O)c3ccc(F)cc3C2=O)c(=O)n(-c2ccccc2)n1C	-7	1	-5	-5	-10	8	3	5	-7
Cc1oc(-c2cccs2)nc1CNC[C@H]1O[C@@H](n2cnc(C(N)=O)n2)[C@H](O)[C@@H]1O	6	1	2	-3	2	-4	6	0	-6
CC(C)OC(=O)c1cc(NC(=O)C2C3C=CC(O3)C2C(=O)O)cc(C(=O)OC(C)C)c1 (stereo unspecified)	8	-2	-3	-2	-4	-7	3	-3	-4
COc1ccccc1C(=O)NC(=S)Nc1ccc(S(=O)(=O)N2CCN(C)CC2)cc1	2	2	-2	-11	-3	0	3	3	-8
CC(C)CC(NC(=O)C1CCC(C)CC1)C(=O)NCc1ccco1 (stereo unspecified)	5	-1	-1	-4	4	11	8	4	-10
COCCCNS(=O)(=O)c1ccc(Cl)c(C(F)(F)F)c1	-1	1	-6	-8	-1	-10	-6	8	-2
Cc1ccc(S(=O)(=O)NN2Cc3ccccc3C2=N)cc1	8	1	3	-5	-9	10	7	8	-2
COc1ccc(CCNCC(=O)Nc2ccccc2C(F)(F)F)cc1	-1	1	2	-3	-6	2	8	19	-5
COc1ccc(CC(NC(C)=O)C(=O)NC2CCN(C(=O)c3ccncc3)CC2)cc1OC (stereo unspecified)	3	1	-1	0	-6	-1	11	5	-16
OCCC1CN(CCCc2ccccc2)CCN1Cc1ccccc1 (stereo unspecified)	-1	1	-16	-8	-7	6	-2	-1	4
CCOc1ccccc1Oc1cn[nH]c1-c1ccc(OCC(=O)NN)cc1O	5	4	5	-3	4	-5	6	3	-4
O=C(Oc1cccc(Nc2ncnc3ccccc23)c1)c1cccnc1	17	15	8	1	-1	-25	-7	11	8
Cc1cc(C)c2[nH]c(C(=O)N3CCC(n4nccc4NC(=O)C4CC4)CC3)c(C)c2c1	12	1	-3	-1	5	-8	-3	3	2
c1ccc(-n2cc(CN3CCCC(CN4CCCC4)C3)c(-c3ccc4c(c3)OCO4)n2)cc1 (stereo unspecified)	-10	2	-7	-12	6	2	-7	1	2
CCn1c(SCC(=O)O)nnc1-c1ccc(S(=O)(=O)N2CCCC2)cc1	6	1	-2	-2	3	-1	4	2	-2
CC(C)c1ccc(NC(=O)C2C3C=CC4(CN(CCCN5CCOCC5)C(=O)C24)O3)cc1 (stereo unspecified)	-8	0	-4	-4	-7	5	9	4	-21
O=C(O)C1C2CCC(O2)C1C(=O)Nc1ccc(OC(F)F)cc1 (stereo unspecified)	-7	1	-3	-4	-20	6	6	0	-14

An excerpt from above, reduced to CHRM5 antagonist and CHRM4 agonist.
| Structure | CHRM5 antagonist | CHRM4 agonist |
| --- | --- | --- |
| OCCC1CN(CCCc2ccccc2)CCN1Cc1ccccc1 (stereo unspecified) | -1 | 1 |
| Cc1cc(C)c2[nH]c(C(=O)N3CCC(n4nccc4NC(=O)C4CC4)CC3)c(C)c2c1 | 12 | 1 |

Carrying on.
SMILES	CHRM5 antagonist	CHRM4 agonist	M5 ag	CHRM1 agonist	CHRM4 antagonist	M5 PAM	M1 PAM	TAAR1 ag	M1 antag
CCCOc1ccc(Cc2c(O)nc(SC)[nH]c2=O)cc1C	3	-1	7	0	7	9	23	-1	-17
O=C(N=C1SC2CS(=O)(=O)CC2N1Cc1ccccc1)c1ccccc1 (stereo unspecified)	1	1	1	1	3	2	6	3	-12
COC(=O)c1sc(N2C(=O)C(O)=C(C(=O)c3ccc(C)o3)C2c2ccco2)nc1C (stereo unspecified)	10	0	-1	-1	-9	-3	12	3	-7
Cc1ccc(C)c(NC(=O)C2C(c3ccccc3)C2(Cl)Cl)c1 (stereo unspecified)	9	6	-3	-7	-5	-11	-8	0	9
Cc1ccc(C)c(CN2CCC(CNC(=O)Nc3ccc(F)c(Cl)c3)CC2)c1	12	21	2	-3	-9	-6	-1	38*	0

7 structures out of the list, sorted by molar mass, largest number first:
SMILES	CHRM5 antagonist	CHRM4 agonist	M5 ag	CHRM1 agonist	CHRM4 antagonist	M5 PAM	M1 PAM	TAAR1 ag	M1 antag
c1ccc(-n2cc(CN3CCCC(CN4CCCC4)C3)c(-c3ccc4c(c3)OCO4)n2)cc1 (stereo unspecified)	-10	2	-7	-12	6	2	-7	1	2
CC(C)c1ccc(NC(=O)C2C3C=CC4(CN(CCCN5CCOCC5)C(=O)C24)O3)cc1 (stereo unspecified)	-8	0	-4	-4	-7	5	9	4	-21
Cc1cc(C)c2[nH]c(C(=O)N3CCC(n4nccc4NC(=O)C4CC4)CC3)c(C)c2c1	12	1	-3	-1	5	-8	-3	3	2
O=C(N=C1SC2CS(=O)(=O)CC2N1Cc1ccccc1)c1ccccc1 (stereo unspecified)	1	1	1	1	3	2	6	3	-12
Cc1ccc(C)c(NC(=O)C2C(c3ccccc3)C2(Cl)Cl)c1 (stereo unspecified)	9	6	-3	-7	-5	-11	-8	0	9
O=C(O)C1C2CCC(O2)C1C(=O)Nc1ccc(OC(F)F)cc1 (stereo unspecified)	-7	1	-3	-4	-20	6	6	0	-14
CCCOc1ccc(Cc2c(O)nc(SC)[nH]c2=O)cc1C	3	-1	7	0	7	9	23	-1	-17

Not all compounds are listed; rates above refer to the full screens.
